# LDHA inh = blocks human lactate dehydrogenase A; P00338; purified LDHA, NADH/diaphorase-resazurin fluorescence; active compounds read low; activity change, % (values are at about 110 or 230 µM); 480,000 compounds, 0.15% hits; in the data active = activity change below about -30%; inconclusive = mostly about -25% to -30%;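 also: plate controls were DMSO wells for no effect and wells without enzyme for full effect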
#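 Human LDH5 (2 nM) was incubated with 0.06 mM NADH and 0.2 mM pyruvate for 5 min at room temperature in Tris pH 7.4. Remaining NADH was coupled through diaphorase/resazurin, and resorufin fluorescence was read at 0 and 20 min.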
# GRP78 ERSR act = induces the endoplasmic reticulum stress response in human glioma cells; U87-MG GRP78 promoter luciferase reporter, 16 h; Potency, µM, inactives show at the top dose activation, most hits filed as activators; 420,000 compounds, 0.02% hits; AID 602332; also: potency is read from the fitted curve at half-maximal effect; series mostly up to about 76 µM; % of control where 0% means no effect; nearly all actives have a fitted effect of over 35% in size
#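 ERSR induction read as luciferase luminescence (Bright-Glo, 10 min at room temperature) in stably transfected human U87-MG glioma cells exposed to compounds for 16 h, using GRP78 as sensor.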
# D2 agonist = D2 dopamine receptor (human) agonism; HEK293 T-REx D2 cells, calcium flux agonist mode; activation, % at 2 µM; 340,000 compounds, 0.53% hits; P14416;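 active = activation over 3 SD above normal in the single-dose calcium agonist read, cut at about 30% in these data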; also: 0% is about no effect
# Target sequence (P14416 whole entry, looked up): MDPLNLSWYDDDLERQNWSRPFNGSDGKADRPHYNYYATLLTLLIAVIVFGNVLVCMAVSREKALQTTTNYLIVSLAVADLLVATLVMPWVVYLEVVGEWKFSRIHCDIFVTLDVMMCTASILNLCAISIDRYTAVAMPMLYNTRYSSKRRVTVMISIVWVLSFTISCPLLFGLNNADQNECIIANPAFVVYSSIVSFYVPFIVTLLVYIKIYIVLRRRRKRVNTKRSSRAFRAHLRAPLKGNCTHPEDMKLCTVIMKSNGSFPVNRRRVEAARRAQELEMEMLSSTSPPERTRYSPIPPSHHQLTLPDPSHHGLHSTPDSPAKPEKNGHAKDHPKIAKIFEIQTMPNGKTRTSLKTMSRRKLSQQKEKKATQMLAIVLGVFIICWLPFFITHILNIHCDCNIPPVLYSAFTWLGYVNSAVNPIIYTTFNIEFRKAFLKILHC
#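 Agonism is scored from calcium flux in a force-coupled, inducible HEK293 cell line expressing D2, read kinetically for 180 s after compound addition against dopamine controls.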
# Vif-A3F inh = blocks the Vif interaction with APOBEC3F; 390,000 compounds, 0.2% hits; HeLa A3F-eYFP + Vif (tagged APOBEC3F with the HIV-1 protein that degrades it), YFP fluorescence increase; Potency, µM (series often up to 46.1 µM), inactives show at the top dose activity, negative = active; also: potency is read from the fitted curve at half-maximal effect; % of control where 0% means no effect; nearly all actives have a fitted effect of over 65% in size
#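 HeLa cells stably expressing A3F-eYFP plus Vif, plated and incubated overnight at 37 deg C, then exposed to compounds overnight at 37 deg C. Blocked degradation read as raised yellow fluorescence (Ex 488/Em 500-530).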
# RGS4 inhibitor = blocks human RGS4-accelerated GTP hydrolysis. Transcreener GDP fluorescence polarization, RGS4-accelerated GTP hydrolysis. P49798. 390,000 compounds, 0.039% hits. Potency, µM (highest dose often 114 µM), for inactives: top-dose activity change, negative = inhibition, most hits filed as inhibitors; also: potency is read from the fitted curve at half-maximal effect; % is scaled to controls: 0 for no effect and ±100 for the full control effect; nearly all actives have a fitted effect of over 75% in size; some results filed as inactive show a strong effect at the top dose
# Target sequence (P49798 whole entry, looked up): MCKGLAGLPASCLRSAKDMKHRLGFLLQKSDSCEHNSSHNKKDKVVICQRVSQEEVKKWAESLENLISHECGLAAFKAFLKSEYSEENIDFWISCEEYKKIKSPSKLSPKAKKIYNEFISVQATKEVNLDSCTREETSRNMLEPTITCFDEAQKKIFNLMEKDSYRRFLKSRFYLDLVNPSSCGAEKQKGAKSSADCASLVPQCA
#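 MLSMR compounds (23 nl, pin-transferred) preincubated 10 min at room temperature with a 500nM (2x) first reagent, then RGS4 at 900nM (2x) plus Transcreener GDP mix added; fluorescence polarization (620/688 nm) read before and after 90 min at 30 °C.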
# ERG-DNA inh = blocks human ERG Ets domain binding to DNA. P11308. fluorescence polarization, His-ERG Ets domain / labelled DNA. Potency, µM (series often up to 76.9 µM), inactives show at the top dose FP activity, negative = inhibition, usual class: inhibitors. 370,000 compounds, 0.028% hits; active = well fitted inhibition curve with a large enough effect in the polarisation, with a control signal flat; inconclusive = small, poorly fitted or top-dose-only effect, or effect the other way, or a change in a side signal; inactive = no such curve, though single readings can be large or run the other way; the % refers to the polarisation;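 also: polarization taken with two DNA probes labelled with fluorescein and Texas red; potency is read from the fitted curve at half-maximal effect; % of control where 0% means no effect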
#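 His-tagged ERG Ets domain (1 uM in the protein solution; 300mM KCl, 50mM Tris-HCl, 1mM EDTA, 1mM DTT, pH 7.5) received compound, then a probe mix of 5 nM fluorescein-DNA and 100nM Texas-615-DNA. Fluorescence polarization was read for both dyes.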
# Vif-APOBEC3G blk = inhibitors of Vif-APOBEC3G interaction. 410,000 compounds, 0.076% hits. AID 602310. Potency, µM (titrated, usually from 46.1 µM), inactives show at the top dose activity, negative = active, actives largely listed as inhibitors. HeLa A3G-eYFP + Vif (tagged APOBEC3G with the HIV-1 protein that degrades it), YFP fluorescence, overnight;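 also: potency is read from the fitted curve at half-maximal effect; % is scaled to controls: 0 for no effect and ±100 for the full control effect; nearly all actives have a fitted effect of over 60% in size; hits raise eYFP signal because A3G escapes Vif-driven loss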
# Target sequence (Q9HC16 whole entry, looked up): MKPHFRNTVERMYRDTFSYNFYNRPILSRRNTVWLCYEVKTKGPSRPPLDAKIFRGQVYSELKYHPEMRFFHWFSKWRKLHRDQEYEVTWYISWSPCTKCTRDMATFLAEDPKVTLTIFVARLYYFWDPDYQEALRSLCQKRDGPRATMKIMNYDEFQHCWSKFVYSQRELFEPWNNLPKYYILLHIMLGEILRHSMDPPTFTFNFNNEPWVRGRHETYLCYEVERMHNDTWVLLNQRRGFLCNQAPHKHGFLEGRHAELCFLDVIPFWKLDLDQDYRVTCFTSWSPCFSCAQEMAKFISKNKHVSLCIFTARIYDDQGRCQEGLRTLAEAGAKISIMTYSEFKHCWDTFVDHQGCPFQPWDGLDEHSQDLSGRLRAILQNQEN
#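 Read-out is eYFP fluorescence (Ex 488/Em 500-530) from Vif-expressing HeLa A3G-eYFP cells; more signal means A3G escaped Vif-mediated degradation. Cells plated overnight, compound pinned in, incubated overnight at 37 deg C.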
# D2 antagonist = D2 dopamine receptor (human) antagonism. 340,000 compounds, 2% hits. inhibition, % at 10 µM. HEK293 TREx D2 cells, calcium flux, dopamine EC80. P14416; in the data active = inhibition above about 30%; also: 0% is about no effect
#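 Read-out: kinetic calcium fluorescence (1 cycle/s) in inducible HEK293 T-REx D2 cells after an EC80 dopamine addition that followed 180 s compound preincubation. Loss of the dopamine response indicates antagonism.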
# ALOX12 inh = ALOX12 (human) lipoxygenase inhibition | purified 12hLO, xylenol orange hydroperoxide absorbance | Potency, µM (titrated, usually from 108 µM), for the others: top-dose activity change, negative = inhibition, most hits filed as inhibitors | 580,000 compounds, 1.1% hits; also: potency is read from the fitted curve at half-maximal effect; % is scaled to controls: 0 for no effect and ±100 for the full control effect
#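 Purified human 12hLO at 150 nM in 25 mM Hepes, 0.01% Triton X-100, pH 7.0, preincubated 15 min at room temperature with compound. Reaction started with 40 uM arachidonic acid, 30 min at room temperature. Hydroperoxide measured by Fe-xylenol orange, 573/405 nm absorbance ratio.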
# Starred values were filed as active, the others as inactive; ? = inconclusive; / = not tested or not shown; & = joins results of further samples; [ ] = remark or other dose. Unless noted, calls follow the shape of the dose curve; as a rule, active = well fitted curve in the direction sought with a large enough effect; inconclusive = small, poorly fitted or top-dose-only effect, or another doubt; inactive = no such curve, though single readings can be large; an effect the other way counts as inactive or inconclusive. The list is partial, so the mix of outcomes need not match the whole.
SMILES,LDHA inh,GRP78 ERSR act,D2 agonist,Vif-A3F inh,RGS4 inhibitor,ERG-DNA inh,Vif-APOBEC3G blk,D2 antagonist,ALOX12 inh
COc1cc(C(=O)NNC(=O)COc2ccc(Cl)cc2)ccc1OCC(=O)N1CCOCC1,-6,-5%,0.6,0%,-41%,-13%,2%,2,3%
CCC(=O)NNC(=O)CSc1nnc(-c2ccccc2)c(-c2ccccc2)n1,1,-2%,0.3,3%,-24%,-1%,0%,-5,16%
CC(CNC(=O)c1cnn(-c2ccc(F)cc2)c1-n1cccc1)c1ccccc1 (configuration not stated),6,-5%,1.0,5%,-5%,0%,1%,/,?
Clc1ccc(SCNc2ccccc2Cl)cc1,0,-4%,-0.8,0%,?,-3%,3%,7,?
Clc1ccc2oc(-c3ccccc3)nc2c1,-13,0%,-1.1,-1%,28%,-7%,-3%,-4,0%
COc1ccccc1NC(=O)CN1C(=O)C(C)Oc2ccccc21 (configuration not stated),-5,0%,11,-6%,-5%,9%,0%,-5,16%
CC1CCc2nc(NC(=O)CN3CCN(c4ccc(F)cc4)CC3)sc2C1 (configuration not stated),0,-6%,/,3%,-16%,-1%,1%,/,0%
O=C1C(=NO)CCCc2ccccc21,-22,-2%,/,10%,-12%,/,-1%,/,-3%
O=C(O)CCC(=O)Nc1ccc(Oc2ncnc3cc(Cl)ccc23)nc1,-7,-2%,0.3,10%,-3%,-1%,1%,-3,?
O=C(COC(=O)c1cncc(Br)c1)NCC12CC3CC(CC(C3)C1)C2,-3,-5%,-0.1,9%,10%,-4%,0%,-14,3%
COc1cc(-c2nc(-c3ccc4c(c3)-c3ccccc3S4(=O)=O)c(-c3ccccc3)[nH]2)cc(OC)c1OC,0,0%,-0.9,5%,-21%,-2%,0%,-2,?
CC(=O)NC1C(=O)N(CCN2CCOCC2)c2ccc(Br)cc21 (configuration not stated),0,0%,-0.2,0%,9%,-14%,1%,7,32µM*
Cc1ccc(-c2noc(N=O)c2NO)cc1,5,1%,-1.4,13%,5%,6%,-22%,6,1%
CC(C)CC(=O)Nc1c(C(=O)N2CCN(c3ccccc3)CC2)oc2ccccc12,-1,-3%,0.0,-6%,-15%,3%,3%,/,-4%
O=C(NCCCNC(=O)c1ccc(-c2cc(Cl)ccc2Cl)o1)c1cnccn1,-2,-4%,-0.4,3%,-17%[56.9 µM],1%,-4%,-8,7%
COc1ccccc1CNS(=O)(=O)c1cccs1,-2,-2%,0.6,1%,2%,-8%,-13%,-8,9%
CC1(C)Cc2cccc(OCC(=O)N3CCN(c4ccccc4)CC3)c2O1,-11,-3%,-1.2,-4%,2%,0%,0%,5,2%
O=c1[nH]c(SCCOc2ccccc2F)nc2ccccc12,-9,3%,/,-9%,15%,9%,-11%,/,0%
COc1cc(N)c2ncccc2c1OC,31,-2%,/,-13%,-20%,-4%,2%,/,2%
Cc1cccc(CC(C)NC(=O)c2cc(COc3ccc(F)cc3F)on2)n1 (configuration not stated),-19,8%,-1.1,0%,5%,3%,-1%,-6,-3%
Cc1ccc(Nc2nnc(SCC(=O)NC3CCS(=O)(=O)C3)s2)c(C)c1 (configuration not stated),1,-3%,0.8,4%,-25%,-10%,1%,39*,-2%
CCOC(=O)N1CCN(C(=O)c2ccc(CS(=O)(=O)c3c(Cl)cccc3Cl)o2)CC1,-2,-2%,/,-4%,0%,6%,1%,/,15%
COc1ccc(NC(=O)CN(C)C(=O)CSc2nc3ccccc3s2)cc1,0,2%,1.2,-7%,-19%,3%,-3%,-20,-25%
COc1ccc(N(C(=O)c2ccco2)S(=O)(=O)c2cc(OC)ccc2OC)cc1,-6,40µM*,0.4,-14%,13%,12%,-2%,-15,5%
COC1OC(CO)C(N(C)C(C)=O)C1O (configuration not stated),0,-5%,/,-12%,11%,-3%,1%,/,5%
COC(=O)C1C(=O)C2=C(CC1C)Nc1ccccc1NC2c1cccs1 (configuration not stated),-5,-2%,-6.1,-2%,-21%,2%,6%,-23,6%
CS(=O)(=O)c1ccc(NC(=O)CCN2C(=O)C3CC=CCC3C2=O)cc1 (configuration not stated),-7,-3%,-0.1,-9%,4%,-15%,2%,-11,-10%
O=[N+]([O-])c1cccc(C=NNc2ccccc2)c1,-2,11%,/,-8%,-5%,-5%,-8%,/,45µM*
CCCOc1ccc(C(=O)Nc2ccc(S(=O)(=O)N3CCN(C)CC3)cc2)cc1,0,-8%,-1.0,13%,-16%,-5%,2%,8,17%
COc1ccc(/C=C/C(=O)Nc2cc(C)nn2-c2nc3ccccc3[nH]2)cc1,1,2%,0.2,0%,-49%,/,-12%,17,1%
c1ccc2sc(N3CCCN(Cc4nc(-c5cnccn5)no4)CC3)nc2c1,-12,2%,-0.6,1%,20%,-1%,-1%,1,5%
N#C/C(=C\c1ccc(F)cc1)c1nc(-c2ccc(-c3ccccc3)cc2)cs1,-4,-2%,0.8,-3%,18%,-10%,5%,/,-6%
O/N=C/c1cn(-c2ccccc2)nc1-c1ccc2c(c1)OCCO2,-5,5%,0.4,-1%,-29%,-2%,3%,4,0%[57.4 µM]
CC(=O)Nc1ccc(Nc2nc(-c3sc(NC(C)=O)nc3C)cs2)cc1,3,-6%,-1.5,-6%,-68%[56.9 µM],-6%,-25%,-4,?
CCN(CC)S(=O)(=O)c1cc(OC)c(C)cc1C,-7,-3%,/,9%,8%,-4%,0%,/,1%
CCN(CC)C(=O)Oc1ccc2c(=O)c(-c3ccc(OC)cc3)coc2c1,-2&8,5%,1.0,2%,-17%,/,0%,-1,2%&-28%
NC(=O)c1cc(S(=O)(=O)NCc2cccs2)cs1,-1,3%,-0.4,-9%,-5%,2%,4%,-13,10%
COCc1c(C(=O)N/N=C/C2CC=CCC2)nnn1-c1nonc1N (configuration not stated),-8,-3%,-0.1,-4%,10%,-5%,0%,-16,-7%
Cc1noc(C)c1S(=O)(=O)Nc1ccccc1Cl,-5,-9%,0.4,9%,16%,9%,2%,2,21%
CCCc1cc(=O)[nH]c(SCCCCN2C(=O)c3ccccc3C2=O)n1,-8,-2%,0.6,4%,-7%,3%,-7%,1,-2%
CCOc1cc(/C=C2\CN(CC)C/C(=C\c3ccc(O)c(OCC)c3)C2=O)ccc1O,9,-19%,0.1,3%,-45%,22%,?,5,?
Cc1csc(NC(=O)c2c(-c3c(F)cccc3Cl)noc2C)n1,-2,0%,0.0,-3%,17%,9%,-18%,21,-2%
CCC1(C)CC(=O)c2c(ccc3oc(C(=O)Nc4ccc(C(C)=O)cc4)c(C)c23)O1 (configuration not stated),3,-3%,0.3,-5%,-2%,-6%,-4%,/,-4%
Cc1c(NC(=O)/C=C/c2cn(-c3ccccc3)nc2-c2ccccc2)c(=O)n(-c2ccccc2)n1C,-5,10%,-1.1,-18%,29%,9%,-5%,-22,4%
COC(=O)c1ccc(NCc2cc(O)ccc2O)cc1,32,-13%,/,?,-18%,/,?,/,?
O=C(NCC(c1ccco1)N1CCN(c2ccccc2F)CC1)C1CCCCC1 (configuration not stated),-4,-4%,77*,-15%,-11%,7%,-2%,59*,10%
CCCCCCCCNS(=O)(=O)CCNCc1ccc(OC)cc1,4,-2%,/,10%,-29%,-5%,-4%,/,?
COc1cccc(NC(=O)Nc2ccc3c(c2)N(C)C(=O)c2ccccc2S3)c1,2,-4%,0.3,1%,-12%,0%,-13%,/,-23%

# Of the compounds above, two have bromine:
SMILES,LDHA inh,GRP78 ERSR act,D2 agonist,Vif-A3F inh,RGS4 inhibitor,ERG-DNA inh,Vif-APOBEC3G blk,D2 antagonist,ALOX12 inh
O=C(COC(=O)c1cncc(Br)c1)NCC12CC3CC(CC(C3)C1)C2,-3,-5%,-0.1,9%,10%,-4%,0%,-14,3%
CC(=O)NC1C(=O)N(CCN2CCOCC2)c2ccc(Br)cc21 (configuration not stated),0,0%,-0.2,0%,9%,-14%,1%,7,32µM*

# Other entries follow:
SMILES,LDHA inh,GRP78 ERSR act,D2 agonist,Vif-A3F inh,RGS4 inhibitor,ERG-DNA inh,Vif-APOBEC3G blk,D2 antagonist,ALOX12 inh
Cc1c(Cl)cccc1NC(=O)CSC(N)=O,-1,-3%,0.5,-3%,-16%,-7%,3%,-3,-19%
Cc1cc(C)n(CCCNC(=O)c2ccc(S(=O)(=O)NCc3ccco3)cc2)n1,-2,-5%,-1.2,2%,-28%,-4%,0%,18,16%
CCOC(=O)N(C)c1c(CC)nc2c(OCc3ccc(F)cc3)cccn12,4,0%,/,/,/,/,-3%,/,-15%
COc1cc(OC)c2ccc(=O)oc2c1C(CC(=O)N1CCCC1)c1ccc(N(C)C)cc1 (configuration not stated),1,-3%&-3%,/,2%,-19%&-22%,16%,-1%&-1%,/,2%
COc1ccc(-n2c(SCC(=O)N3CCC(C(=O)O)CC3)nc3ccccc3c2=O)cc1OC,-3,-3%,/,-10%,-20%,12%,-2%,/,8%
C/C(Cl)=C/CSc1nc2c(c(=O)[nH]c(=O)n2C)n1C(C)C,1,4%,-0.4,-4%,-21%,4%,-5%,16,-4%
O=C1N=C(N2CCOCC2)CS1,-5,-4%,1.4,-6%,6%,/,-1%,-19,13%
N#Cc1c(N2CCN(C(=O)c3ccccc3Cl)CC2)nc(-c2ccccc2)c2c1CCCC2,4,-6%,0.2,-17%,-29%,1%,0%,4,56%[activator]
CCCCCC1CC(CC(=O)NC(=S)Nc2ccc([N+](=O)[O-])cc2)C(=O)O1 (configuration not stated),-8,-5%,/,5%,-7%,-2%,1%,/,0%
